MC4R ag barr: human MC4R agonism via beta-arrestin | P32245 | U2OS MC4R beta-arrestin complementation, luminescence; percent of melanotan II response, DMSO zero | activation, % at 8.9 µM | hit rate 0.98% among 360,000 | AID 540308;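 active = activation above a per-plate cutoff, the mean activation of sample wells on that plate plus 3 SD, cut at about 8% in these data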
Glyco luc inh: N-linked glycosylation inhibition; D54 ERlucT glycosylation luciferase reporter, 24 h; percent of 100 nM tunicamycin response; reporter increase, % at 12.5 µM; hit rate 0.23% among 360,000; AID 588692;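 active = mean luciferase reporter signal, scaled so untreated is 0 and the glycosylation-blocking control 100, at or above a set limit in every replicate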;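 also: luciferase carries N-glycosylation sites so blocking glycosylation raises the light; 0% = median of neutral control wells and 100% = median of 100 nM tunicamycin wells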
H9c2 protect: protects H9c2 cardiomyocytes from peroxide injury. H2O2 injury protection, ATPLite, 2 h. protection from H2O2 cell death, % at 20 µM. hit rate 0.63% among 360,000. AID 588492;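 active = compounds giving at least 50% protection of heart cells from peroxide-induced death in the single-dose screen, raw or plate-pattern-corrected value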;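 also: 0% = DMSO wells with peroxide and 100% = DMSO wells without peroxide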
ABCB6 inh MLPCN: human ABCB6 transporter inhibition; hit rate 0.19% among 360,000; Q9NP58; K562-ABCB6 porphyrin accumulation, flow cytometry, 1 h; active compounds read low; fluorescence ratio to DMSO, % at 10 µM;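 active = fluorescence ratio to DMSO below 75%, the collection mean minus 3 SD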;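 also: signal is porphyrin accumulated inside mitochondria; 100% equals median channel fluorescence of DMSO control wells; lower ratio means ABCB6 inhibition with less porphyrin fluorescence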
MC4R antag cAMP: blocks human MC4R cAMP signaling; MC4R-expressing cells, MTII-stimulated cAMP, LANCE TR-FRET; inhibition, % at 6.5 µM; hit rate 0.48% among 360,000;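 active = inhibition above its plate's cutoff, the mean of tested wells on that plate plus 3 SD, cut at about 29% in these data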;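 also: 0% = Melanotan II alone and 100% = Melanotan II plus saturating MCL0020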
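Assay system: U2OS cells stably expressing human melanocortin 4 receptor (MC4R) / Dosing: 6.5 µM / Timing: compound 30 min, challenge 1 h, detection 1 h / Measured by: Eu-cAMP/anti-cAMP TR-FRET, emission 671 nm / Replicates: singlicate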
ABHD5 PLIN5 PPI: ABHD5-PLIN5 protein interaction inhibition. Split G. princeps luciferase complementation, luminescence, 4 h. inhibition, % at 4 µM. hit rate 0.78% among 360,000. AID 602281;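 active = inhibition above the mean inhibition across every tested compound plus 3 SD, cut at about 22% in these data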;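 also: 0% = DMSO only wells and the 100% control is not disclosed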
Target sequence (Q00G26 whole entry, looked up): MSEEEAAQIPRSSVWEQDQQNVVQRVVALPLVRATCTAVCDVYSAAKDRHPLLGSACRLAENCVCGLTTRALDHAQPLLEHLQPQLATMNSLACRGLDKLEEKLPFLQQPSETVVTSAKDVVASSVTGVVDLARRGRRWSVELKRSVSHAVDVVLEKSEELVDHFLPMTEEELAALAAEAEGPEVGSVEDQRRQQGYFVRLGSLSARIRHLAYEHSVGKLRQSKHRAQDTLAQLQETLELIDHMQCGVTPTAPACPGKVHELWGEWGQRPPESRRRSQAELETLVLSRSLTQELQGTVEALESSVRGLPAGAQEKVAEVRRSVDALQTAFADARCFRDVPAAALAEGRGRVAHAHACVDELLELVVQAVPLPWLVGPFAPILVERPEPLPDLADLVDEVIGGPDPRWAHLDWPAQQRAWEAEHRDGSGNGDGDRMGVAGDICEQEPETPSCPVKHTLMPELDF
Target sequence (Q8WTS1 whole entry, looked up): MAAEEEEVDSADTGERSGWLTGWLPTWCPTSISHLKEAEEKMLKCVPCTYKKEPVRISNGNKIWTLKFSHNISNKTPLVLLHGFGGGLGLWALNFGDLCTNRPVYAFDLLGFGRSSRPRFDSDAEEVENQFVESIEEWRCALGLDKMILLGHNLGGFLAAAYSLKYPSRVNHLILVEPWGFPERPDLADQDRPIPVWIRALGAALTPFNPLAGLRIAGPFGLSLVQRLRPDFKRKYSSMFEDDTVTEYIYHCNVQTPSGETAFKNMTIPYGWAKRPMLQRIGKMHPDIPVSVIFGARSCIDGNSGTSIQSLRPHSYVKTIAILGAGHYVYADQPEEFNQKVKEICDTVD
PDI turbidity: inhibitors of human protein disulfide isomerase; PDI insulin aggregation turbidity, A650, 90 min; inhibition, % at 10 µM; hit rate 0.052% among 350,000; AID 588391;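 active = mean inhibition across replicates of 30% or more, whatever share of single replicates reach that level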;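 also: absorbance from insulin aggregation driven by PDI reduction with DTT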
Granule exo inh: blocks lytic granule exocytosis; TALL-104 LAMP-1 surface exposure, flow cytometry; cells stimulated with thapsigargin and PMA; inhibition, % at 10 µM; AID 651702; hit rate 0.66% among 360,000;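 active = inhibition above about 55%, limit read from the data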
CaV13 FRET inh: Disruptors of the CACNA1D IQ motif to Ca2+-dependent inactivation inhibitor domain association, primary screening, Förster resonance energy transfer in intact living …; HEK cells, CFP/YFP FRET ICDI-IQ, plate reader, 10 min; percent FRET-ratio fall versus neutral wells; inhibition, % at 12.3 µM; hit rate 0.098% among 340,000;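 active = mean replicate inhibition of at least 30% and at least 1% of replicates passing that level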;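 also: 0% = median of the neutral control wells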
m5-HT2A agonist: mouse HTR2A agonism via beta-arrestin recruitment | P35363 | CHO-K1 mHTR2A beta-arrestin complementation, luminescence; percent of 30 µM serotonin response | activation, % at 7.6 µM | hit rate 0.66% among 360,000 | AID 624169;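 active = activation above a run cutoff, the mean activation of all tested compounds plus 3 SD, cut at about 14% in these data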;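 also: 0% = plate median of compound wells and 100% = 30 µM serotonin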
Starred values were filed as active, the others as inactive; . = not tested or not shown.

SMILES,MC4R ag barr,Glyco luc inh,H9c2 protect,ABCB6 inh MLPCN,MC4R antag cAMP,ABHD5 PLIN5 PPI,PDI turbidity,Granule exo inh,CaV13 FRET inh,m5-HT2A agonist
COc1ccc(/C=C(/C(=O)Nc2ccccc2C(=O)N2CCCC2)c2ccccc2)cc1,-1.9,-3,-1,99,-2,6,8,2,-5,-1
CC(=O)Nc1ccc(C(=O)N2CCCCC2c2cc(C(=O)Nc3cccc(C#N)c3)no2)cc1 (stereo unspecified),-0.8,6,-2,99,2,8,0,-13,-5,-2
Cc1cccc(CSc2nnc(-c3cnccn3)n2C)c1,-2.2,13,3,101,3,6,0,3,-5,0
CC1CN(C(=O)[C@@H]2CCCN2S(=O)(=O)c2ccc(Cl)cc2)CC(C)O1 (stereo partly specified),-0.3,1,0,102,-7,-4,-3,-2,-6,0
O=c1c(=O)n(O)c2ccccc2n1O,-1.0,2,3,100,11,3,12,0,-6,12
CCc1nc2c(OCCn3cccc3)cccn2c1N(C)C(=O)c1ccccc1F,-1.6,-1,-1,94,2,4,10,1,-5,1
Cc1nn(C)c(C(=O)Nc2cccc(CN3CCOCC3)c2)c1Br,0.5,-5,-3,100,4,6,-2,1,-13,1
Cc1cc(C)c(-c2c(N)cc(Br)cc2Br)c(N)c1,3.3,-2,-11,98,16,-3,2,10,-9,-6
Cc1nc(NC(=O)c2ccccc2)sc1C1(C)CC(c2ccccc2F)=NO1 (stereo unspecified),-0.7,-1,20,96,-2,-4,-2,45,-11,-2
CC(=O)c1ccccc1NC(=O)c1ccc(OCc2c(C)noc2C)cc1,0.1,4,9,95,0,8,-5,-3,-6,0
CC[C@]12c3[nH]c4cc(CCC(=O)N(C)C)ccc4c3CCN1C(=O)[C@@H](CC(=O)NCCCn1ccnc1)C[C@@H]2C(=O)N1CCN(C(=O)c2ccco2)CC1,-0.4,2,4,97,11,7,18,-2,-6,1
O=C(CSc1n[nH]c(-c2ccccn2)n1)Nc1ccccc1,-3.4,2,32,99,-3,-4,12,7,-8,15*
CCC(=O)N(Cc1cc2cc(OC)ccc2[nH]c1=O)c1cc(C)ccc1C,-1.0,1,4,94,-1,2,-5,5,-5,-7
CC(C)[C@H](NC(=O)c1ccccc1)C(=O)Nc1ccc2c(c1)OCO2,0.2,1,-2,95,-2,-3,-3,-1,-3,7
Cc1cc(C)cc(OCC(=O)Nc2ccc(N3CCCCC3)cc2)c1,8.8*,-2,-10,101,6,7,-1,-4,-2,-5
O=C(CSc1ccc(-c2ccco2)nn1)Nc1ccccc1,0.1,1,-5,87,1,7,-8,2,2,6
COc1ccc(C(=O)Nn2c(SCC(=O)NCC3CCCO3)nc3ccccc3c2=O)cc1 (stereo unspecified),1.0,-19,-24,100,3,4,10,0,-10,9
Cc1nc(Cl)cc(N/N=C/c2ccc(O)cc2)n1,-1.0,-1,-6,96,-17,11,4,7,-4,3
CC(C)[C@H](NC(=O)c1ccccc1Cl)C(=O)OCc1cc([N+](=O)[O-])cc2c1OCOC2,-3.7,-2,4,97,7,-1,3,-1,-5,-6
COc1ccc(CCNC(=O)C/C(C)=N/NC(=O)COc2ccc(C)cc2Br)cc1OC,3.0,0,-2,94,2,-4,-8,7,-4,2
NC(=O)COC(=O)c1c2c(nc3ccccc13)CCCC2,-0.3,-1,2,98,21,1,-3,2,-7,1
COc1cc(/C=C(\NC(=O)c2ccccc2)C(=O)NCC(=O)O)c([N+](=O)[O-])cc1OC,-1.0,3,-1,98,7,6,-2,3,-4,7
CCCCC[C@@H]1[C@H]2[C@H]3C(=O)N(c4ccccc4)C(=O)[C@H]3CC(=O)[C@H]2[C@H](c2ccccc2)N1S(=O)(=O)c1ccc(C)cc1,.,2,1,101,.,-7,.,3,-6,-2
O=C(O)c1ccc(Cn2nnc3sc4c(c3c2=O)CCCC4)cc1,-0.5,0,2,99,3,10,-9,-1,0,1
CN1CCN(c2ccccc2NC(=O)c2cc3c(s2)-c2ccccc2OC3)CC1,0.2,-3,5,98,15,14,-2,6,-5,-7
C[C@H](NC(=O)COc1ccccc1)C(=O)OCC(=O)c1cc2ccccc2o1,-1.0,-2,-6,103,8,-7,2,-2,-6,-11
CC(=O)N1CCc2c(sc(NC(=O)c3ccc([N+](=O)[O-])o3)c2C#N)C1,-0.2,-22,-13,118,-8,17,-5,10,-4,5
CCc1ccc(/C=C2\SC(=S)N(CCC(=O)NCCCN3CCOCC3)C2=O)cc1,-1.4,-5,-17,94,-4,-9,1,13,-6,12
CCCN1C(=O)c2cc(C(=O)Nc3ccc(OC)c(OC)c3)ccc2C1Nc1ccc(OC)c(OC)c1 (stereo unspecified),-0.9,0,1,96,7,5,12,-3,0,0
CC1(C)C2CC=C(/C=N/NC(=O)c3ccc(O)cc3)C1C2 (stereo unspecified),-1.0,1,-1,93,9,-4,21,-1,-6,2

Next part:
SMILES,MC4R ag barr,Glyco luc inh,H9c2 protect,ABCB6 inh MLPCN,MC4R antag cAMP,ABHD5 PLIN5 PPI,PDI turbidity,Granule exo inh,CaV13 FRET inh,m5-HT2A agonist
COc1ccc(NC(=O)COC(=O)c2ccc3c(c2)OCCO3)cc1,0.3,0,-10,95,10,4,9,1,-10,0
COCc1cc(S(=O)c2ccc(Cl)cc2)nc(C)n1 (stereo unspecified),-2.0,-5,-6,97,16,-6,-2,1,-4,0
CC(C)C(=O)Nc1nnc(SCC(=O)NC2CC2)s1,-2.4,1,-7,99,-2,0,-6,-2,-5,-5
Cc1nc(NC(=O)c2cnccn2)ccc1Br,-2.2,-6,-11,96,0,1,13,-15,-19,0
COc1ccc(CNCCNC(=O)c2nonc2N)cc1OC,0.7,2,0,82,8,15,2,-1,-7,-5
Cc1[nH]n(-c2nc(-c3ccc(Cl)cc3)cs2)c(=O)c1N=Nc1ccc(O)cc1,-2.5,3,80*,135,6,1,2,2,-6,-1
COC(=O)c1cc(Br)c(=O)n(-c2nccs2)c1,0.2,0,-1,129,11,5,0,-4,.,2
Cn1ncc(C#N)c1NC(=O)c1nn2cccnc2c1Cl,1.6,0,6,101,1,4,1,-8,.,1
COC(=O)C1CCN(C(=O)C2CCC(=O)N(CCCc3ccccc3)C2)CC1 (stereo unspecified),1.7,0,4,105,0,-7,1,-2,-4,-6
COc1ccc(C(=O)OCc2cc(=O)n3ccsc3n2)cc1F,-1.6,-2,34,92,3,-6,-2,0,-5,4
CCOC(=O)C1CCN(S(=O)(=O)c2ccc3c(c2)CC(=O)N3C)CC1,0.4,0,-10,95,7,-9,-11,-9,2,-8
CC1CN(c2oc(-c3cccs3)nc2C#N)CC(C)O1 (stereo unspecified),-0.5,2,2,91,3,1,-8,0,.,1
CCOC(=O)c1oc2ccc(S(=O)(=O)N3CCOCC3)cc2c1C,-1.1,0,-7,87,-1,-2,0,0,-7,3
COCCn1c(SCC(=O)N2CCCC2)nnc1C(C)C,-3.1,0,6,95,0,-1,3,0,.,11
COc1ccc(C)cc1NC(=O)C1CCN(S(=O)(=O)c2cccs2)CC1,0.2,-1,-3,166,4,9,2,0,-2,3
O=C(Nc1nnc([C@@H]2C[C@H](O)[C@@H](CO)O2)s1)c1cccc(Oc2ccccc2)c1,-0.3,3,11,98,9,-1,5,0,-5,-2
Cc1ccc(NC(=O)C(C)SCC(=O)Nc2ccc(F)cc2)cc1S(=O)(=O)N1CCOCC1 (stereo unspecified),1.3,1,-3,99,-6,-5,1,-6,-6,3
Cc1ccc(CNC(=O)CSc2ccc(-c3ccccn3)nn2)cc1,0.7,-1,4,103,22,4,-7,-2,1,1
CCOC(=O)CCN1C(=O)c2ccccc2Sc2ncccc21,-0.9,0,4,99,6,3,-4,-10,-4,-7
Cc1ccnc(N2CCC(C(=O)NCc3ccc4c(c3)OCO4)CC2)n1,2.0,2,2,94,10,4,5,0,-5,-1
Cc1ccnc(NS(=O)(=O)c2ccc(NC(=O)c3cc(-c4ccccc4)nc4ccccc34)cc2)n1,-0.5,0,-5,104,15,-4,-1,0,-3,6
CC(C)(NO)/C(=N/O)c1ccc(Br)cc1,-0.4,0,-2,98,22,1,7,0,-4,-1
CC(C)=C(NC(=O)c1ccco1)C(=O)NCCc1nc2ccccc2[nH]1,-0.4,-1,0,77,2,-1,1,0,-6,-4
COc1cc(OC)cc(C(=O)N[C@H](C(=O)Nc2c(C)n(C)n(-c3ccccc3)c2=O)C(C)C)c1,-2.2,3,4,94,4,-6,-4,-2,-2,-1
COCc1ccc(CN2CCCC(C(=O)Nc3ccccc3-c3ccc(OC)cc3)C2)o1 (stereo unspecified),-2.9,-2,-5,86,0,0,-4,5,-6,-8
CCOC(=O)c1cn2c(C)cccc2n1,-3.3,1,4,90,9,-3,6,1,-5,2
COc1cc(NC(=O)c2ncn[nH]2)cc(OC)c1OC,-1.3,3,-3,93,3,5,-6,1,-4,3
C[C@@H]1CN([C@H](C)CO)S(=O)(=O)c2ccc(C#Cc3cccc(F)c3)cc2O[C@@H]1CN(C)C(=O)CN1CCOCC1,-0.7,-1,11,90,3,9,6,-3,-2,5
CC(C)C[C@H]1CN(CCCC[C@H]2CNC(=O)C(=O)N2CCc2ccccc2)C(=O)C(=O)N1CC1CCCCC1,.,.,.,95,.,-1,.,-7,-4,-1
CC1(C(=O)Nc2cccc3cccnc23)CCN1Cc1ccccc1OC(F)F (stereo unspecified),-0.9,-4,-10,94,12,-5,8,-14,-5,-3

Additional compounds:
SMILES,MC4R ag barr,Glyco luc inh,H9c2 protect,ABCB6 inh MLPCN,MC4R antag cAMP,ABHD5 PLIN5 PPI,PDI turbidity,Granule exo inh,CaV13 FRET inh,m5-HT2A agonist
C/C(Cc1ccccc1)=N\NC(=O)CNC(=O)c1cccc(Cl)c1,1.3,0,4,93,-8,2,-4,0,-20,-1
O=C(NCCN1CCOCC1)c1cc2cc(Br)ccc2oc1=O,-0.6,2,1,102,24,1,2,-1,-5,0
C[C@]1(C(=O)O)C=C[C@@H](Cc2ccccc2)N1C(=O)c1ccccc1,-1.5,2,0,95,0,-7,5,0,-12,-1
COCCCn1c(SCC(=O)N2CCc3ccccc32)nnc1-c1ccco1,-1.5,0,0,99,0,1,20,-2,-7,2
Cc1cc(NC(=O)CCN2CCN(C)CC2)ccc1Br,0.6,-1,13,96,6,8,5,5,-19,-6
O=C(COC(=O)CNC(=O)c1ccccc1)NC1CCCCC1,0.5,0,5,104,8,-1,2,-3,-3,-6
COc1ccc(N2C(=O)NC(NS(=O)(=O)c3ccccc3)(C(F)(F)F)C2=O)cc1 (stereo unspecified),-2.9,0,9,98,10,2,-2,12,-6,-1
COc1ccc(OC)c(Nc2nc(C3CC3)nc3c2nnn3Cc2ccccc2)c1,-1.7,-7,-2,103,3,-7,0,60*,.,-5
O=C(NCCc1cn[nH]c1)c1ccc2oc(CCc3ccccc3)nc2c1,-0.5,-3,0,101,2,3,-2,0,-6,-1

Source: PubChem (several laboratories)
